High-throughput results: PubChem BioAssay, several laboratories
ABCG2 inh = inhibitors of human ABCG2 transporter, ABCB1 counter-screen. AID 1325. Q9UNQ0. 0.1% of 190,000 active. IgMXP3 cells, JC-1 efflux, flow cytometry. inhibition, % at 6.6 µM;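 active = inhibition above 80%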;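 also: 0% = DMSO and 100% = nicardipine control wells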
Target sequence (Q9UNQ0 whole entry, looked up): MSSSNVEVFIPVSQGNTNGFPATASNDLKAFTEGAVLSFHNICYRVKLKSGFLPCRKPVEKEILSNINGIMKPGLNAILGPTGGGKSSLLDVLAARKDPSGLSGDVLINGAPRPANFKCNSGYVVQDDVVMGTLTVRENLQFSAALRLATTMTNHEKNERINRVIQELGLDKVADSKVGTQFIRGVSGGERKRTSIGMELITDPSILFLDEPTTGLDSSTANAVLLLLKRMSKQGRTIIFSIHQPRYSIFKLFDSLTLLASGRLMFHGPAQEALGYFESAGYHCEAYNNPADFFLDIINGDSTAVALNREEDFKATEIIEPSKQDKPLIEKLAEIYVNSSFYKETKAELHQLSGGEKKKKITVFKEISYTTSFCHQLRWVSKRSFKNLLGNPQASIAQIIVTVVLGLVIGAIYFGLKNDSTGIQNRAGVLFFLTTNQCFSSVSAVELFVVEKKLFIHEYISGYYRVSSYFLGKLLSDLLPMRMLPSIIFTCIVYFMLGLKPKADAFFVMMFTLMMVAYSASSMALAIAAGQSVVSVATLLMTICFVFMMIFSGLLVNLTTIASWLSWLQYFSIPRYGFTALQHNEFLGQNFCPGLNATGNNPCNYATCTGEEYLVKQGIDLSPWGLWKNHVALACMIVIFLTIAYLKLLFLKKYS
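test system = two drug-resistant human cell lines, ABCG2 and ABCB1 | amount = 3 million cells/mL final, two lines in 1:1 ratio | reagent = JC-1 transporter substrate | doses = one concentration, 6.6 µM final | incubation = 10 min at 25 °C | signal = flow cytometric JC-1 green MFI at 530 nm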
Pf gamet viab = P. falciparum stage V gametocyte viability inhibition. P. falciparum stage V gametocytes, ATP luminescence, 24 h. inhibition, % at 10.9 µM. 0.065% of 150,000 active. AID 743093;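 active = inhibition above the mean plus 3 SD of compounds within the control limits, set per campaign, cut at about 38% in these data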;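 also: 0% = DMSO wells and 100% = medium only without gametocytes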
Rac1 wt modul = modulators of human Rac1 wildtype GTP binding. P63000. GST-Rac1 beads, fluorescent GTP binding, flow cytometry; actives lie on both sides; 0 = cold GTP competed, 100 = untreated. GTP binding activity (% of control), % at 10 µM. 0.27% of 190,000 active;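 active = GTP binding activity at least 20 points away from the 100% control level, either lower or higher; inconclusive = compound flagged as likely green fluorescent, judged across all proteins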
Rac1 mut GTP = alters GTP binding to activated mutant human Rac1; GST-Rac1 activated beads, fluorescent GTP binding, flow cytometry; actives lie on both sides; 100% means binding = to untreated wells; percent activity (GTP binding), % at 10 µM; P63000; 0.11% of 190,000 active;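 active = GTP binding at least 20 percentage points away from the 100% baseline, in either direction, so actives lie on both sides; inconclusive = Compound likely fluorescent itself, or too few beads counted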
Cdc42 wt GTP = human Cdc42 wildtype GTP binding change, either direction; percent activity (GTP binding), % at 10 µM; GST-Cdc42 beads, Bodipy-GTP binding, flow cytometry; actives lie on both sides; 0.2% of 190,000 active; AID 761;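 active = percent activity GTP binding at least 20 points away from the 100% baseline, either down as inhibitor or up as activator; inconclusive = compound flagged as likely green fluorescent from well-wide comparison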;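 also: median bead fluorescence of bound Bodipy-FL-GTP at 100 nM; 0% = excess unlabeled GTP control and 100% = no compound control; below 100% means less GTP binding so inhibitor and above means activator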
GSH bead fluor = GSH bead compound fluorescence profile. GSH beads flow cytometry, compound fluorescence 488/530 nm; stronger effect = higher value. fluorescence (KMESF) at 10 µM. 0.25% of 190,000 active. AID 1776; in the data active = fluorescence above about 89;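 also: glutathione beads carrying GST-tagged Bcl family fusion proteins plus one bare bead set; values are compound well signal with DMSO vehicle wells as background; inactives centre near 16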
ABCB1 block = blocks JC-1 efflux by human ABCB1 transporter; P08183; CCRF-Adr cells, flow cytometry; inhibition, % at 6.6 µM; 0.067% of 190,000 active; AID 1326; in the data active = inhibition above about 40%;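 also: 0% = vehicle and 100% = reference inhibitor; higher value means more JC-1 retained so stronger ABCB1 efflux block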
HRas wt GTP bind = human HRas wildtype GTP binding, change in either direction; GST-Ras wt beads, Bodipy-FL-GTP binding, flow cytometry; actives lie on both sides; GTP binding activity, % at 10 µM; 0.14% of 190,000 active; AID 759;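 active = GTP binding activity at least 20% away from the 100% baseline, either lowered as inhibitor or raised as activator; inconclusive = flagged as likely green fluorescent, judged across all proteins in the well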;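 also: 0% = unlabeled GTP competition control and 100% = no-compound control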
Target sequence (P01112 whole entry, looked up): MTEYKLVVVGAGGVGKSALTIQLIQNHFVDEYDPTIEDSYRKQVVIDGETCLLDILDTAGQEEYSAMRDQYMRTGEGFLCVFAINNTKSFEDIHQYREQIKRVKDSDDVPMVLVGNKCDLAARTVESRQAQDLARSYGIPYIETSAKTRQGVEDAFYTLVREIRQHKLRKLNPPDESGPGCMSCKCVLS
Rab7 wt GTP bind = modulators of GTP binding to dog Rab7 wildtype GTPase. 0.055% of 190,000 active. GST-Rab7 beads, fluorescent GTP binding, flow cytometry; actives lie on both sides; untreated = 100%, excess cold GTP = 0%. GTP binding activity (percent of control), % at 10 µM;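 active = fluorescent GTP binding to Rab7 beads changed by at least 20 points from the 100% baseline, either direction, mostly lower; inconclusive = compound itself probably fluorescent, or too few beads counted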;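 also: median green fluorescence of bound Bodipy-FL-GTP per Rab7 bead population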
Rab2 wt GTP = changes GTP binding to wildtype dog Rab2A, up or down; GTP binding activity, % at 10 µM; P61105; 0.19% of 190,000 active; GST-Rab2 wt beads, Bodipy-GTP binding, flow cytometry;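 active = GTP binding activity at least 20 points away from 100%, either lowered or raised; inconclusive = signal likely due to the compound's own green fluorescence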;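 also: 0% = beads with excess unlabeled GTP and 100% = no-compound control corrected for plate trend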
Avidin fluor = compound fluoresces at 488/530 nm on avidin beads; fluorescence (KMESF) at 10 µM; 0.38% of 220,000 active; compound fluorescence 488/530 nm, flow cytometry; stronger effect = higher value; in the data active = fluorescence above about 47; also: inactives centre near 10
Numbers without * were called inactive; ? = inconclusive; nt = not tested or not shown.

Order of values: ABCG2 inh, Pf gamet viab, Rac1 wt modul, Rac1 mut GTP, Cdc42 wt GTP, GSH bead fluor, ABCB1 block, HRas wt GTP bind, Rab7 wt GTP bind, Rab2 wt GTP, Avidin fluor
CCCOc1ccc(C(=O)CCNc2ccc(C)c(Cl)c2)cc1
    -1, nt, 97, 96, 95, 9, -0.5, 97, 95, 97, 7
Cc1ccccc1CSc1nc2c(c(=O)[nH]1)CCCC2
    2, nt, 103, 97, 100, 29, 0.4, 100, 102, 100, 5
Cc1cccc(-c2nnc(NC(=O)c3ccc(N4C(=O)CCC4=O)cc3)s2)c1
    3, nt, 113, 101, 107, 13, -0.7, 105, 101, 103, 6
CCC(C)(C(=O)NC1CCCCC1)N(C(=O)c1ccccn1)c1ccccc1 (stereo not given)
    1, nt, 95, 95, 96, 32, 0.8, 99, 98, 97, 9
O=C(N/N=C/c1coc2ccccc2c1=O)c1cccc([N+](=O)[O-])c1
    1, -4, ?, ?, ?, 26, 0.5, ?, ?, ?, 11
CCOC(=O)C1=C(C)OC(N)=C(C#N)C1c1ccsc1 (stereo not given)
    0, nt, 95, 93, 95, 20, 0.3, 95, 96, 96, 25
CCC(C)(C)n1nnnc1C(c1ccc(C)cc1)N1CCN(Cc2cccnc2)CC1 (stereo not given)
    3, 19, 109, 102, 108, 11, 0.5, 106, 105, 107, 9
S=c1[nH]nc(-c2ccccc2)o1
    3, 12, 95, 98, 99, 27, 0.5, 99, 100, 100, 14
COc1cccc(CN(C)CC(=O)Nc2ccccc2C(C)C)c1
    9, -21, 101, 94, 94, 18, 1.2, 93, 94, 95, 10
Cc1cccc(-c2nc3c(c(SCC(=O)N(C)C)n2)CCCC3)c1
    14, nt, 106, 99, 103, 12, 0.9, 103, 102, 105, 5
Cc1ccc(C2(C)NC(=O)N(CC(=O)Nc3ccc4c(c3)OCO4)C2=O)cc1 (stereo not given)
    5, -44, 103, 98, 104, 11, 0.9, 104, 97, 103, 15
CCC(=O)NNc1ccc(Br)cc1
    0, 17, 102, 99, 103, 21, 0.7, 99, 108, 98, 10
CC1=C(C(=O)Nc2ccccc2)C(c2ccco2)NC(=S)N1 (stereo not given)
    4, 18, 104, 101, 104, 9, 0.7, 100, 96, 98, 15
CCCc1c(C)nn(C(=O)/C(C#N)=N/Nc2ccccc2[N+](=O)[O-])c1C
    0, 14, 99, 96, 101, 12, 0.0, 99, 97, 99, 10
CC(=O)Nc1ccc(S(=O)(=O)Nc2nnc(C(C)C)s2)cc1
    1, -17, 105, 95, 105, 23, 0.5, 101, 101, 102, 25
O=C(O)CCc1nc2ccccc2n(CCc2ccccc2)c1=O
    3, nt, 102, 92, 96, 59, 0.5, 99, 100, 97, 8
CCOc1ccc(NC(=O)c2nccnc2CO)cc1
    16, nt, 104, 101, 103, 31, 3.0, 101, 100, 102, 12
Cc1ccc(-n2c(SCC(=O)OC(C)C)nnc2-c2ccncc2)cc1
    3, nt, 100, 97, 99, 24, 1.4, 99, 97, 101, 34
CC(=O)c1ccc(NC(=S)N2CCCC(CO)C2)cc1 (stereo not given)
    -2, -5, 100, 100, 100, 15, -0.5, 99, 99, 98, 8
O=C1c2ccccc2C(Nc2ccc(Cl)cn2)N1c1cccnc1 (stereo not given)
    -2, nt, 103, 100, 102, 24, -2.6, 104, 104, 103, 12
O=C(O)CCC/C=C\C[C@@H]1[C@@H](/C=C/[C@@H](O)COc2cccc(Cl)c2)[C@H](O)C[C@@H]1O
    -1, nt, 97, 99, 100, 19, -0.3, 100, 96, 98, 8
CCN1CCN(C(=O)c2ccccc2N(Cc2ccccc2)S(C)(=O)=O)CC1
    1, -2, 95, 95, 99, 41, 0.6, 100, 96, 96, 15
CC(C)C(NC(=O)C1CCCCC1)C(=O)N1CCN(c2ccc(F)cc2)CC1 (stereo not given)
    4, -13, 102, 97, 98, 11, 1.3, 101, 101, 99, 17
COc1ccccc1NC(=O)c1ccccc1NS(C)(=O)=O
    0, nt, 104, 99, 98, 54, 0.1, 98, 101, 100, 7
COc1cc(NC(=S)NC(=O)C(C)C)ccc1NC(=O)c1cc2ccccc2o1
    4, -1, 99, 97, 94, 22, 1.3, 99, 106, 102, 4
Cc1ccc(S(=O)(=O)Nc2cnc3ccccc3c2)cc1
    4, -1, 100, 97, 95, 11, 0.9, 97, 95, 97, 5
COc1ccc(-n2ccnc2SCC(=O)NCc2ccco2)c(OC)c1
    5, -10, 97, 98, 96, 15, 1.5, 97, 95, 98, 6
Cc1ccc(SC2CC(=O)N(c3ccc4c(c3)OCCO4)C2=O)cc1 (stereo not given)
    4, nt, 100, 97, 96, 20, 0.0, 97, 95, 96, 9
O=C(O)c1ccccc1C(=O)N1CC=C(c2ccccc2)CC1
    3, nt, 97, 95, 100, 12, 0.3, 99, 101, 97, 24
O=C(CCSc1ccc(Cl)cc1)NC1CCCCC1
    0, nt, 104, 98, 104, 11, 0.0, 101, 100, 100, 37

Next part
Order of values: ABCG2 inh, Pf gamet viab, Rac1 wt modul, Rac1 mut GTP, Cdc42 wt GTP, GSH bead fluor, ABCB1 block, HRas wt GTP bind, Rab7 wt GTP bind, Rab2 wt GTP, Avidin fluor
COc1ccc(CN(CC(=O)NC2CCCCC2)C(=O)CCCC(=O)Nc2ccccn2)cc1
    1, 1, 100, 94, 95, 21, 0.9, 96, 97, 94, 13
Cc1nc(-c2cccc(NS(C)(=O)=O)c2)cs1
    0, nt, 105, 99, 104, 11, -0.1, 107, 107, 106, 18
CC(=O)N1CCN(c2ccc([N+](=O)[O-])c(-n3nc(C)cc3C)c2)CC1
    14, 2, 98, 98, 95, 8, 1.1, 98, 100, 97, 1
Cc1ccc(C2(c3noc(CN(C)Cc4cnn(C)c4)n3)CCCC2)cc1
    4, -24, 99, 97, 98, 10, -0.4, 99, 101, 99, 11
Cc1cc(C)c(C#N)c(SCC(=O)NN2CC(=O)N(c3ccccc3F)CC2=O)n1
    0, 3, 104, 102, 102, 5, 0.2, 103, 97, 101, 2
CCOc1ccc(NC(=O)C2CC(=O)N=C(N)S2)cc1 (stereo not given)
    0, nt, 99, 97, 101, 22, 0.0, 100, 94, 101, 14
COc1ccccc1-n1cc(-c2ccc(Cl)cc2)[nH]c1=O
    1, nt, 105, 98, 101, 7, 1.0, 98, 97, 96, 17
COc1ccccc1CNC(=O)COC(=O)c1cccnc1SCC(=O)NCc1ccccc1OC
    13, 20, 97, 95, 97, 17, 2.7, 98, 103, 97, 8
CCCC(C)NC(=O)c1ccc(F)cc1 (stereo not given)
    0, 8, 93, 93, 97, 36, -0.1, 95, 94, 95, 18
CCCc1cc(=O)oc2cc3occ(C)c3cc12
    7, 17, 105, 98, 101, 4, 0.5, 102, 101, 99, 7
COCCNc1nc2sc3c(c2c(=O)n1Cc1ccco1)CCCCC3
    1, 6, 102, 99, 99, 18, 0.0, 99, 102, 99, 3
CSc1nc2c(c(=O)[nH]1)C(c1ccccc1Cl)CC(=O)N2 (stereo not given)
    1, nt, 96, 93, 94, 11, 0.3, 93, 96, 95, 26
N#C/C(=C\c1cccs1)C(=O)Nc1nccs1
    1, 5, 96, 93, 90, 16, 0.2, 94, 101, 93, 10
O=C(N/N=C/c1cc([N+](=O)[O-])ccc1Cl)c1ccc2nc[nH]c2c1
    0, 15, 106, 97, 102, 12, 0.0, 102, 103, 101, 33
CCOC(=O)c1sc(NC(=O)CSc2ncn(-c3ccccc3)n2)nc1C
    15, nt, 106, 100, 103, 28, -0.7, 101, 105, 103, 15
CSc1ccccc1NC(=O)c1ccc([N+](=O)[O-])cc1
    28, -44, 100, 96, 98, 11, 1.7, 99, 102, 98, 10
CCCNCc1cc(OC)c(OCC(=O)Nc2ccccc2)cc1Br
    1, -3, 100, 101, 101, 15, 0.2, 101, 108, 99, 8
COc1ccc(NC(=O)c2cn(-c3ccccc3)nc2-c2ccncc2)cc1
    15, nt, 104, 96, 95, 18, 1.3, 94, 94, 98, 10
O=C(c1ccc(NS(=O)(=O)c2ccccc2)cc1)N1CCN(Cc2ccc3c(c2)OCO3)CC1
    2, nt, 99, 96, 99, 9, 0.7, 97, 94, 95, 8
CC1(C)CC(=O)C2=C(C1)N(N1CCOCC1)C(N)=C(C#N)C2c1cccs1 (stereo not given)
    0, 5, 101, 100, 102, 13, 0.2, 100, 95, 100, 15
N#Cc1ccc(NC(=O)CN2C(=O)NC(Cc3ccccc3)C2=O)cc1 (stereo not given)
    4, nt, 98, 96, 100, 12, 0.7, 102, 98, 99, 21
CON=C1CCN(c2ncc(C(F)(F)F)cc2Cl)CC1
    1, 3, 103, 101, 102, 28, 0.1, 103, 102, 103, 8
c1ccc2c(CN3CCOCC3)csc2c1
    3, -10, 104, 100, 99, 19, 0.0, 102, 104, 101, 3
O=C(Nn1c(O)c(C=C2N=c3ccccc3=N2)sc1=S)c1ccccc1Cl
    2, nt, 95, 94, 95, 31, -1.1, 95, 100, 97, 13
O=C(NCc1cccc(C(F)(F)F)c1)c1cc(Cl)ccc1Cl
    2, 0, 104, 101, 101, 13, 0.4, 103, 104, 102, 12
COc1ccc(N/C=C/C(=C(C#N)C#N)N(C)C)cc1
    -1, 16, 97, 95, 99, 9, 0.6, 95, 95, 98, 5
